Screening data deposited in PubChem by Sanford-Burnham Center for Chemical Genomics.
APOBEC3G inh = APOBEC3G DNA deaminase inhibitors, primary screen, biochemical, fluorescence, single-stranded DNA substrate, uHTS | DNA dC->dU-editing enzyme APOBEC-3G (Homo sapiens), Q9HC16 | recombinant A3G, ssDNA deamination FAM/TAMRA fluorescence | inhibition, % at 20 µM | hit rate 0.28% among 330,000 | AID 493012, 2011;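 active means inhibition of at least 40% at 20 µM, with no more than 30% in the related APOBEC3A deaminase screen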;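 further: plate controls were DMSO wells with A3G for no effect and wells lacking A3G enzyme for full effect; some compounds called inactive have numbers as strong as hits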
mIAP inh = inhibitors of mouse IAP, primary screen, biochemical, luminescence, uHTS | hit rate 0.2% among 330,000 | AID 2806, 2010 | inhibition, % at 10 µM | purified mouse IAP, CDP-Star luminescence, 30 min;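 active means inhibition of at least 40% at 10 µM in the primary screen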;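 further: plate controls were DMSO with enzyme for no effect and no enzyme wells for full effect; values of inactives mirror those of a sister screen read the other way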
TIM10 inh = growth inhibitors of isogenic TIM10 control yeast, primary screen, counter-screen for tim10-1 yeast inhibitor project, luminescence, uHTS; hit rate 1.4% among 330,000; inhibition, % at 10 µM; S. cerevisiae TIM10 strain growth, BacTiter-Glo luminescence, 24 h;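 active means inhibition of 40% or more at the single tested concentration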;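 further: wild-type TIM10 isogenic control strain grown at permissive 25 °C; 0% = DMSO yeast wells and 100% = minimal medium wells without yeast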
MIN6 prolif = inducers of MIN6 beta-cell proliferation, primary screen, ATP luminescence, uHTS | MIN6 cells proliferation, ATPlite luminescence, 48 h; cells starved in 0.2% serum; 100% = growth in 10% serum | proliferation, % at 10 µM | hit rate 0.29% among 330,000 | AID 2380, 2010;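 active means compounds whose signal lies at least 3.5 SD above the mean of all wells on their plate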;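 further: 0% = DMSO-treated cells in low-serum medium and 100% = 10% serum control; some compounds called inactive have numbers as strong as hits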
APOBEC3A inh = APOBEC3A ssDNA deaminase inhibitors, primary screen, selectivity assay for APOBEC3G inhibitor project, biochemical, FAM/TAMRA oligo cleavage fluorescence; DNA dC->dU-editing enzyme APOBEC-3A (Homo sapiens), P31941; inhibition, % at 20 µM; hit rate 0.41% among 330,000; recombinant A3A, FAM/TAMRA ssDNA deamination fluorescence;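 active means at least 40% inhibition at 20 µM here, with at most 30% in a related deaminase screen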;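 further: plate controls were A3A with DMSO for no effect and wells lacking A3A enzyme for full effect; some results filed as inactive read as strong as hits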
Target sequence (P31941 whole entry, looked up): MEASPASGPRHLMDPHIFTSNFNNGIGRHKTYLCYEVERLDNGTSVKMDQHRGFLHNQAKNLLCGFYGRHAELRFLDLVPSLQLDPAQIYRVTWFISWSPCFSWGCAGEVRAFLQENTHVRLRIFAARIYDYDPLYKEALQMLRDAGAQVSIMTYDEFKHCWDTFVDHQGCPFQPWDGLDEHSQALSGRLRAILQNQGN
mIAP act = activators of mouse IAP, primary screen, biochemical, luminescence, uHTS; intestinal alkaline phosphatase [Mus musculus]; muIAP, CDP-Star luminescence, 30 min; stronger effect = higher value; 1 = vehicle-only enzyme signal, 0 = enzyme-free wells; activation factor at 10 µM; hit rate 0.24% among 330,000; AID 2805, 2010;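 active means activation factor of at least 2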; further: the source names both 10 and 20 µM as test concentration; values of inactives mirror those of a sister screen read the other way
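System: mouse IAP enzyme. Reagent: CDP-Star chemiluminescent phosphatase substrate. Benchmarks: DMSO wells, no-enzyme wells. Times: 30 min enzyme-substrate-compound incubation at room temperature. Detection: luminescence from enzymatic CDP-Star hydrolysis. Doses: test compounds delivered from DMSO solution.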
tim10-1 inh = growth inhibitors of tim10-1 mutant yeast, primary screen, luminescence, uHTS | AID 463190, 2010 | S. cerevisiae tim10-1 ts strain growth, BacTiter-Glo, 24 h | hit rate 2.2% among 330,000 | inhibition, % at 20 µM;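 active means inhibition of at least 40%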;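 further: mutant grown at 25 °C; 0% = DMSO wells with yeast and 100% = wells holding no yeast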
hIAP inh = human IAP inhibitors, primary screen, biochemical, luminescence, uHTS; Intestinal-type alkaline phosphatase (Homo sapiens), P09923; purified IAP, CDP-Star luminescence, 30 min; inhibition, % at 10 µM; hit rate 0.12% among 330,000;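 active means inhibition reaching a set limit with compound at 10 µM in the primary screen, cut at about 35% in these data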;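 further: plate controls were DMSO wells with enzyme for no effect and no-enzyme buffer wells for full effect; values of inactives mirror those of a sister screen read the other way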
Target sequence (P09923 whole entry, looked up): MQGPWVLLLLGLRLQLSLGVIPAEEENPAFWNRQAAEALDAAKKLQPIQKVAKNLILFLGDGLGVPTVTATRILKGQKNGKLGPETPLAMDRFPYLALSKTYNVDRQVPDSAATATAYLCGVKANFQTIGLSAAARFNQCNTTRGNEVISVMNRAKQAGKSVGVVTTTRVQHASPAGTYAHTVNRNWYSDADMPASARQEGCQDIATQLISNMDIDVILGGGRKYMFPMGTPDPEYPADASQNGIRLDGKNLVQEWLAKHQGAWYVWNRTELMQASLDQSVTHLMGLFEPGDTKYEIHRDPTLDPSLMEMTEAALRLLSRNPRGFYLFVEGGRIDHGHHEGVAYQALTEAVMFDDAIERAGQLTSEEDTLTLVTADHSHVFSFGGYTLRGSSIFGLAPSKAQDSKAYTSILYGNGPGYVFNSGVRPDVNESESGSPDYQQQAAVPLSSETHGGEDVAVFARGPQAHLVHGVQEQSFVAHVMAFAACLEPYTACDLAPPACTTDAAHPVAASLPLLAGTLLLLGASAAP
NALP3 yeast inh = NALP3 inflammasome inhibitors in reconstituted yeast, primary screen, luminescence, uHTS | Yeast reconstituted NLRP3/ASC/caspase-1, beta-gal luminescence, 24 h | inhibition, % at 10 µM | hit rate 0.39% among 330,000 | AID 2825, 2010;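 active means inhibition of 50% or more; inactive means inhibition below 50%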;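 further: plate controls were induced DMSO wells for no effect and uninduced yeast grown without galactose for full effect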
An asterisk follows results filed as active.

Results follow in this order: MIN6 prolif	hIAP inh	tim10-1 inh	mIAP act	APOBEC3G inh	TIM10 inh	APOBEC3A inh	mIAP inh	NALP3 yeast inh
O=C(Nc1ccc(NS(=O)(=O)c2ccccc2)cc1)c1ccccc1
 : 0	16	0	0.97	-2	2	1	3	21
CC1(C)S[C@@H]2[C@H](NC(=O)C(C(=O)O)c3ccccc3)C(=O)N2[C@H]1C(=O)O (stereo partly drawn)
 : -2	8	6	0.97	-3	6	-1	3	3
Cc1ccc(N(CC(=O)NC2CCCC2)C(=O)CCC(=O)Nc2nc(C)cs2)cc1
 : 0	-14	15	1.1	-2	-3	-3	-11	-13
COCCOCCn1c(/C=C/c2ccccc2)nc2ccccc21
 : -4	9	10	1	-1	2	1	0	15
CCC1CN(C(=O)Nc2ccc(C)cc2)c2cc(C)ccc2O1 (stereo not drawn)
 : -4	-10	-11	1	-5	-17	1	-4	26
CNC(=S)NC1CC2CCCC(C1)N2Cc1ccco1 (stereo not drawn)
 : -2	-3	-13	1	-7	-11	-7	-2	7
CCCN(CCC)CCCNC(=O)Cn1cnc2sc(C)c(S(=O)(=O)N3CCOCC3)c2c1=O
 : 0	3	1	0.91	-6	3	0	9	15
COC(=O)C1CCCN1C(=O)COc1ccc(Br)cc1Cl (stereo not drawn)
 : -6	4	25	1.1	-7	7	5	-11	9
CCOC(=O)C1CCN(C(=O)COC(=O)c2cc([N+](=O)[O-])ccc2N2CCOCC2)CC1
 : 7	0	-6	0.94	-8	2	-3	6	14
CCOC(=O)/C=C/C(=O)OCC(=O)NC(c1ccccc1)c1ccccc1
 : -7	4	33	0.96	-3	29	-1	4	27
CN(C)c1ccc(CNC(=O)CCNS(=O)(=O)c2cc(Br)cnc2N)cc1
 : 0	-2	21	1	-3	6	-4	-3	-4
COC(=O)C1=C(C(=O)OC)[C@@H]2N(C)c3ccccc3[C@@]23C[C@@H](C(=O)OC)N(C(=O)c2cccs2)C3=N1
 : -1	-16	17	0.97	0	27	-1	3	3
COc1cccc(-c2csc(N3CCN(CC(=O)NNC(=O)c4ccco4)CC3)n2)c1
 : -3	-60	-28	0.92	-5	5	0	8	15
CC(C)(C)OC(=O)N1CCN(C(=O)Nc2ccc3c(c2)OCCO3)CC1
 : -2	-36	7	1.1	-4	-33	-2	-11	1
COc1ccccc1/C=C/c1onc(C)c1S(=O)(=O)N1CCC(C(=O)NC(C)C)CC1
 : -3	6	11	1.1	-12	7	-2	-9	-12
CC1=C(C(N)=O)S(=O)(=O)c2ccccc21
 : -1	3	-12	1	-2	10	-2	-1	15
O=C(CN1C(=O)C2C3C=CC(C3)C2C1=O)NC1CCCc2ccccc21 (stereo not drawn)
 : 0	-10	6	1.1	1	-6	1	-8	10
COC(=O)[C@@H]1[C@@H](C#N)C2(c3ccccc3-c3ccccc32)N(c2ccc(Cl)cc2)N1C#N
 : -3	-16	50*	0.87	0	44*	5	13	6
N#Cc1ccccc1COc1cccc2c1CCCC2O (stereo not drawn)
 : -1	6	21	0.98	-8	13	0	2	31
CN(C(=O)c1ccc(NC(=O)c2ccco2)cc1)c1ccccc1
 : -4	16	34	0.99	-6	23	-2	0	11
Cc1ccc(NC(=O)CN(C)C(=O)COC(=O)COc2ccc(C#N)cc2)cc1
 : -4	-10	-27	0.99	-10	-2	2	1	9
CC1(C)CC(=O)C=C(Nc2ccccc2)C1
 : 1	-1	5	1	-2	10	-2	0	9
CCC(=O)N1N=C(c2ccc(C)o2)CC1c1ccc(N(C)C)cc1 (stereo not drawn)
 : 1	4	26	1	-5	15	-3	-2	17
C[C@@H](O)CC#Cc1ccc2oc(=O)c(-n3cc(-c4ccsc4)nn3)cc2c1
 : -1	-2	16	0.96	-12	-21	-3	4	-5
COC(=O)C1=C(C)OC(N)=C(C#N)C1c1c(C)nn(C)c1C (stereo not drawn)
 : 3	2	15	0.95	-9	5	-5	5	6
Cc1ccc(NC(=O)CSc2nnc(NC(=O)c3ccco3)s2)cc1
 : -1	0	-11	0.97	10	-21	3	2	28
C=CCN=Cc1sc2ccc(OCC)cc2c1O
 : -2	2	30	0.92	-10	24	-4	8	18
Cc1cc(NC(=O)CN2C(=O)[C@@H]3[C@H](C2=O)[C@@H]2C[C@H]3C(Br)C2Br)no1 (stereo partly drawn)
 : 3	2	-1	1	-4	-7	-2	-3	-2
CCC(C)C(=O)Nc1ccc(OC)cc1OC (stereo not drawn)
 : 2	11	15	1	-4	-16	3	0	19
COC(=O)c1c(-c2ccc(Br)cc2)noc1N
 : 2	6	46*	1.1	-1	31	-1	-9	33
CC(C)COc1cccc(C(=O)NC(=S)NCc2cccnc2)c1
 : 0	-19	47*	0.98	3	43*	1	2	7
COc1ccc(CCC(C)Nc2cccc(C)c2)cc1 (stereo not drawn)
 : 0	3	20	0.96	-3	19	0	4	2
COc1ccc(S(=O)(=O)N2CCOCC2)cc1NS(=O)(=O)c1ccc(F)c(F)c1
 : -3	0	-7	0.93	-2	3	-2	7	-1
Cc1ccc(NC(=O)Cn2ccsc2=N)c([N+](=O)[O-])c1
 : 1	-7	-29	0.91	-7	-10	-4	9	3
Cc1ccc(N(C)S(=O)(=O)c2nnc(NC(=O)c3ccco3)s2)cc1
 : -1	-10	16	1.1	23	25	4	-9	6
COc1ccccc1N/C=C/c1onc(C)c1[N+](=O)[O-]
 : -4	31	22	0.88	-10	23	-1	12	33
CC1(C)CC(=O)C2=C(C1)N(N1CCOCC1)C(N)=C(C#N)C2c1cccnc1 (stereo not drawn)
 : 0	-8	2	0.93	-2	-5	6	7	1
CCOC(=O)N1CCN(C(=S)Nc2ccccc2C)CC1
 : 3	2	-5	0.98	-7	2	-3	2	1
CC(C)n1cnc2c(N(C)c3ccccc3)nc(N(CCN(C)C)Cc3ccccc3)nc21
 : -8	-11	23	1	-13	12	-8	-2	3
CCCC(CCC)=NNC(=O)c1ccccc1F
 : -2	-7	0	1.1	-7	-3	-3	-8	2
O=C(NC1CCN(C(=O)c2cccs2)CC1)c1ccccc1
 : -1	7	-2	0.92	-6	10	0	8	11
Cc1ccccc1C(=O)NNC(=O)c1ccc2nc[nH]c2c1
 : -1	-22	3	0.91	8	-4	4	9	14
CC(C)N=C1NN=C(c2cccs2)CS1
 : -1	4	-11	0.95	-7	11	0	5	6
COc1cccc(CNC(=O)Cc2ccc(-c3ccccc3)cc2)c1
 : -3	7	-2	1.1	-5	21	-1	-14	21
CSc1nncn1/N=C/c1ccc2c(c1)OCO2
 : -4	-3	23	0.95	-1	17	8	4	-2
COc1ccc2[nH]c(=O)c(CN(Cc3ccc4c(c3)OCO4)C(C)=O)cc2c1
 : 1	4	12	0.95	-5	4	1	5	13
CN1CCN(c2ccc(NC(=O)c3ccc(-c4ccc(Br)cc4)o3)cc2)CC1
 : -6	-4	-30	0.91	-6	-26	-4	9	16
C/C(=N\O)C(=O)NCCN1CCCCC1
 : -3	1	3	0.95	-6	-1	-4	5	-4
CC1Cc2ccccc2N1C(=O)COc1nc2ccccc2nc1N1CCOCC1 (stereo not drawn)
 : -1	-11	-2	0.96	-2	12	-3	4	0
CC(CN1C(C)CCCC1C)OC(=O)c1cccc(F)c1 (stereo not drawn)
 : -1	1	9	1	-4	0	0	-1	17
Cc1onc(-c2ccccc2Cl)c1C(=O)Nc1ccc(N2CCOCC2)cc1
 : -4	6	29	1	13	4	7	-4	25
Cc1cccc(C)c1NC(=O)N1CC=CCC1
 : 0	-12	10	0.99	-11	-4	-5	1	-17
COc1ccc(-c2csc(C3=C(O)CN(Cc4ccc(S(N)(=O)=O)cc4)C3=N)n2)cc1OC
 : 1	-16	3	0.82	-7	2	-3	18	-8
NC(=O)c1ccc(NC(=O)C2COc3ccccc3O2)cc1 (stereo not drawn)
 : 0	-22	0	1	-5	4	1	0	22
Cc1ccc(S(=O)(=O)N2CCCCC2)cc1NC(=O)c1ccc(Cl)nc1
 : -3	13	3	0.88	-10	-10	-2	12	15
CCOC(=O)C1CCN(C(=O)C2c3ccccc3C(=O)N(C)C2c2ccc(OC)cc2)CC1 (stereo not drawn)
 : 5	1	6	1	-2	10	-3	-1	9
Cc1cccc(OCC(=O)Nc2nnc(S(=O)(=O)N3CCCCCC3)s2)c1
 : -3	-39	13	0.89	-1	18	5	11	14
CC1=CC(C)(C)NC(=S)N1c1cccc2cc(S(=O)(=O)O)ccc12
 : -1	6	15	0.85	-3	4	3	15	16
O=C(NCC1CCCO1)c1nnc(Cc2ccc(F)cc2)o1 (stereo not drawn)
 : 0	11	4	1.1	-5	-2	0	-12	12
O=S(=O)(NCc1cn2ccccc2n1)c1ccccc1F
 : 1	5	12	0.95	-3	1	2	5	-7

(list continues)
Results follow in this order: MIN6 prolif	hIAP inh	tim10-1 inh	mIAP act	APOBEC3G inh	TIM10 inh	APOBEC3A inh	mIAP inh	NALP3 yeast inh
O=C(O)CC1(CC(=O)N2CCOCC2)CCCC1
 : 0	11	-4	0.98	-8	1	-5	2	23
CCOC(=O)N1CCN(C(=O)c2cn(CCOC)c(=O)c3c2c2ccccc2n3C)CC1
 : -2	19	12	0.95	-3	1	0	5	1
COc1ccc(OCCC(=O)OCC(=O)Nc2cccc(S(=O)(=O)N3CCOCC3)c2)cc1
 : 1	-7	5	0.98	-8	10	-2	2	3
Cc1ccc(C(=O)CC(C(=O)O)c2cn(CCC#N)c3ccccc23)cc1 (stereo not drawn)
 : -1	-1	6	1.2	-6	8	-2	-21	1
Cc1cc(=O)oc2c3c(cc(OCC(=O)NCC(=O)N[C@H](C(=O)O)C(C)C)c12)OC(C)(C)CC3
 : -2	14	14	0.97	-1	4	0	3	5
CNC(=O)Nc1ccc2nc(C)oc2c1
 : 2	-15	-20	0.93	10	-11	2	7	11
CC1CCN(c2ccc(C(=O)O)cc2NS(=O)(=O)c2ccc(Br)cc2)CC1
 : -4	-7	0	1	-9	-4	-2	-2	12
N#Cc1ccc(C23CC4(C2)[C@H](CN(CC2CCCCC2)[C@@H]4c2ccccc2)C3c2ccc(C(F)(F)F)cc2)cc1 (stereo partly drawn)
 : -7	5	20	1	-1	2	2	-1	-3
CCCCN1C(=O)N(C)C2NC(=O)NC21 (stereo not drawn)
 : -2	3	2	0.99	1	-13	3	1	-2
Cc1nn(CCCC(=O)Nc2cccnc2)c(C)c1[N+](=O)[O-]
 : 1	4	-15	1	-4	7	2	0	15
Cc1cc(C)n2cc(CSc3nnnn3-c3ccc(Cl)cc3)nc2n1
 : 1	9	10	0.94	-2	7	0	6	6
O=C(COc1ccc(Br)cc1Cl)NC(=O)NC1CCCC1
 : -4	8	42*	1	-1	26	1	-3	5
